HT1080 IDH1KD tx – kills HT-1080 cells with IDH1 knockdown; HT-1080 IDH1 knockdown viability, ATP luminescence, 48 h; Potency, µM (titrated, usually from 46.1 µM), inactives show at the top dose activity, negative = toxicity, most hits filed as cytotoxic; actives 2% (n = 360,000); AID 686971;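 also: potency is read from the fitted curve at half-maximal effect; 0% = DMSO wells and -100% = cell-free medium wells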
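In this qHTS, HT-1080 cells depleted of IDH1 are exposed for 48 h at 37 °C to compound titrations. Toxicity is scored from CellTiter-Glo luminescence, with DMSO as full viability and medium alone as none.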
HEK293 tox – cytotoxic in the GLP-1 receptor inverse agonist counter-screen; HEK293 cAMP-luciferase reporter cells, luminescence, 24 h; Potency, µM (doses to about 38.3 µM), without a hit: at the top dose activity change, negative = inhibition, most hits filed as inhibitors; actives 0.13% (n = 410,000); AID 624418;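 also: loss of luciferase light is scored as toxicity; potency is read from the fitted curve at half-maximal effect; % is scaled to controls: 0 for no effect and ±100 for the full control effect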
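To flag toxic compounds, the library was rerun on cells for 24 hr at 37 deg C and 5% CO2. Viability-linked luminescence was captured 12 min after adding luciferase detection reagent.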
KB-V1 cytotox – kills drug-selected multidrug resistant KB-V1 cells. KB-V1 MDR cells viability, CellTiter-Glo, 72 h. Potency, µM (titrated, usually from 46.1 µM), for the others: at the top dose activity change, negative = cytotoxicity, hits mostly cytotoxic. actives 3.4% (n = 400,000). AID 1347076; also: potency is read from the fitted curve at half-maximal effect; % is scaled to controls: 0 for no effect and ±100 for the full control effect; nearly all actives have a fitted effect of over 60% in size
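Cytotoxicity via CellTiter-Glo luminescence after 72 h compound exposure at 37 degrees C. Cells: drug-selected KB-V1 line, DMEM phenol-red free plus 10% FBS. Compounds tested at multiple concentrations; normalized data fitted to concentration-effect curves.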
SW480 rereplic – inducers of DNA re-replication in SW480 colon cancer cells | actives 1.8% (n = 340,000) | Potency, µM (top dose mostly 46.1 µM), without a hit: at the highest dose re-replication activation, usual class: activators | AID 624297 | SW480 DNA re-replication, Hoechst DNA content imaging, 48 h; also: potency is read from the fitted curve at half-maximal effect; % of control where 0% means no effect; nearly all actives have a fitted effect of over 55% in size
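Cells (250 per well) received 23 nL compound or DMSO by pin tool and were kept 48 hr at 37 C, 5% CO2. Nuclei were then stained with Hoechst for 40 min and scanned for DNA content.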
MCF10A rereplic – DNA re-replication induction in MCF 10a cells. MCF 10A DNA re-replication, Hoechst nuclear intensity, 48 h. Potency, µM (top dose mostly 46.1 µM), for the others: at the top dose activity, positive = re-replication, usual class: activators. actives 2.9% (n = 350,000). AID 624296; also: potency is read from the fitted curve at half-maximal effect; % of control where 0% means no effect; nearly all actives have a fitted effect of over 50% in size
KB-3-1 cytotox – kills parental KB-3-1 adenocarcinoma cells. KB-3-1 viability, CellTiter-Glo ATP luminescence, 72 h. actives 1.4% (n = 400,000). Potency, µM (series often up to 46.1 µM), without a hit: at the top dose activity change, negative = cytotoxic, usual class: cytotoxic; also: potency is read from the fitted curve at half-maximal effect; % is scaled to controls: 0 for no effect and ±100 for the full control effect; nearly all actives have a fitted effect of over 60% in size
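Multi-concentration cytotoxicity screen in KB-3-1 cells grown in DMEM lacking phenol red with 10% FBS. After 72 h at 37 °C with compound, ATP-dependent luminescence was recorded.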
IL1B secr inh – inflammasome signaling inhibition, IL-1 beta readout; THP-1 LPS/ATP IL-1B secretion, AlphaLISA, 16 h; hits give low values; activity change, % at 57.5 µM; actives 4.7% (n = 360,000); AID 743279; in the data active = activity change below about -50%; inconclusive = mostly about -30% to -49%; also: % is scaled to controls: 0 for no effect and ±100 for the full control effect
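Secreted IL-1B measured by AlphaLISA bead assay after 16 h compound exposure of THP-1 cells; compounds (final up to 57.5 uM) added 1 h before LPS (250 ng/mL) and ATP (1.25 mM) stimulation; lower signal means less secretion.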
DRD3 agonist – activates the human D3 dopamine receptor; P35462; D3R DiscoveRx beta-arrestin cells, luminescence, 90 min; actives 0.58% (n = 410,000); max activation, %; in the data active = max activation above about 30%; also: 0% is about no effect; mostly tested at two doses, the higher about 12 µM
Target sequence (P35462 whole entry, looked up): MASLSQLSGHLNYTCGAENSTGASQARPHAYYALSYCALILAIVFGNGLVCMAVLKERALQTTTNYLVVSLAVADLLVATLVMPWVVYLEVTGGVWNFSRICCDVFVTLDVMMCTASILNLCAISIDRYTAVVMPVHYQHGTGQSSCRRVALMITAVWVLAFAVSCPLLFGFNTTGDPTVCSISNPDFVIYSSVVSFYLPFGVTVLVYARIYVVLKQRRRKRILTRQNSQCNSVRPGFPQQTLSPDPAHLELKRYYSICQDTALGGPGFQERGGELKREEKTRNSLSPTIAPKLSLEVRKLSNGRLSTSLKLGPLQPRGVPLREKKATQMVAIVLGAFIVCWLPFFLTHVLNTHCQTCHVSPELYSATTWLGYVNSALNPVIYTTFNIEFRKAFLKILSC
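Agonist mode: compounds and dopamine controls were applied to plated cells for 90 min at 37 degrees C after an overnight attachment at 1500 cells/well. Luminescent read-out followed 30 - 60 minutes at room temperature with DiscoveRx detection reagent.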
HT1080-NT tox – kills 2HG-producing HT-1080-NT fibrosarcoma cells. AID 686970. actives 1.6% (n = 360,000). Potency, µM (series often up to 46.1 µM), for the others: at the highest dose activity, negative = less viability, hits mostly cytotoxic. HT-1080-NT fibrosarcoma viability, CellTiter-Glo ATP luminescence, 48 h;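 also: NT is the 2HG producing partner of a matched IDH1 knockdown line; potency is read from the fitted curve at half-maximal effect; 0% = DMSO-treated cells and -100% = media-only wells without cells; nearly all actives have a fitted effect of over 55% in size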
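Fibrosarcoma NT cells, 750 per well in 5% FBS RPMI, were exposed to compound for 48 hours. Viability: CellTiter-Glo luminescence.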
An asterisk follows results filed as active; ? = inconclusive; · = not tested or not shown; & = joins results of further samples; [ ] = remark or other dose. Unless noted, calls follow the shape of the dose curve; as a rule, active = well fitted curve in the direction sought with a large enough effect; inconclusive = small, poorly fitted or top-dose-only effect, or another doubt; inactive = no such curve, though single readings can be large; an effect the other way counts as inactive or inconclusive.

Sample of the layout, two compounds:
SMILES	HT1080 IDH1KD tx	HEK293 tox	KB-V1 cytotox	SW480 rereplic	MCF10A rereplic	KB-3-1 cytotox	IL1B secr inh	DRD3 agonist	HT1080-NT tox
NC(=S)N/N=C/c1c(O)ccc2ccccc12	-0.6%	-14.4%	?	?	?	1.64µM*	24.9	6.0	-20.2%
Cn1c(=NC(=O)c2cccc([N+](=O)[O-])c2)sc2ccccc21	6.2%	7.4%	-3.6%	-6.8%	-1.6%	24.9%	31.7	-4.7	7.7%

All compounds of this part, from the first entry:
SMILES	HT1080 IDH1KD tx	HEK293 tox	KB-V1 cytotox	SW480 rereplic	MCF10A rereplic	KB-3-1 cytotox	IL1B secr inh	DRD3 agonist	HT1080-NT tox
NC(=S)N/N=C/c1c(O)ccc2ccccc12	-0.6%	-14.4%	?	?	?	1.64µM*	24.9	6.0	-20.2%
Cn1c(=NC(=O)c2cccc([N+](=O)[O-])c2)sc2ccccc21	6.2%	7.4%	-3.6%	-6.8%	-1.6%	24.9%	31.7	-4.7	7.7%
Cc1ccc(C)c(S(=O)(=O)N2CCN(c3nc(-c4cccnc4)nc4ccccc34)CC2)c1	-7.4%	?	-9.8%	-2.4%	0.651µM*	?	-0.5	-22.9	-19.9%
Cn1c(=O)c2cc(S(=O)(=O)NCCC(=O)N3CC=C(c4ccccc4)CC3)ccc2n(C)c1=O	-8.1%	3.2%	23.1µM*	-0.5%	-12.1%	4.6%	-24.1	16.8	1.5%
Cc1cc(C)c(NS(=O)(=O)c2ccc3c(c2)oc(=O)n3C)c(C)c1	-6.2%	-16.5%	-27.3%	·	·	-2.3%	?	3.5	-14.5%
COC(=O)c1cccnc1-n1c(=O)c2cccnc2n(Cc2ccc(Cl)cc2)c1=O	-21.3%	2.7%	23.1µM*	6.4%	0.4%	?	10.9	-11.1	-22.4%
CCOC(=O)C1CCN(C(=O)/C=C/c2ccc(S(=O)(=O)N3CCOCC3)cc2)CC1	-9.8%	6.1%	-26.7%	-1.3%	1.5%	0.0%	-2.1	5.0	-9.1%
COc1ccc(C(=O)Nc2ccc3c(c2)C(=O)NC3=O)cc1	13.9%	1.6%	?	16.4%	26.3%	?	-1.3	0.9	-3.7%
CCN(CC)S(=O)(=O)c1nnc(NC(=O)COc2ccccc2)s1	·	-2.8%	0.7%	·	·	-1.8%	·	-19.6	·
COc1ccccc1N1CC(C(=O)Nc2nc(C)cs2)CC1=O (stereo not drawn)	1.7%	-2.2%	-20.6%	-5.8%	-6.4%	19.9%	14.4	2.6	1.5%
O=c1c2ccccc2ncn1CCCSc1ccccc1	2.1%	11.2%	-17.5%	15.4%	?	-0.9%	0.0	0.1	-6.1%
CN(C)c1ccc(/C=C/C#N)cc1	3.6%	5.7%	0.0%	-8.5%	-2.9%	-2.8%	-3.1	-9.2	12.8%
O=C(Nc1cc(C(F)(F)F)ccc1N1CCOCC1)c1ccc[n+]([O-])c1	7.6%	0.2%	?	0.7%	1.7%	5.3%	7.3	-3.9	7.2%
Cc1ccc(SCC(=O)NC(=O)NC2CCCC2)c(C)c1	-9.3%	0.4%	-8.8%	?	16.1%	-1.4%	-1.0	-1.5	-10.9%
CCOC(=O)NC(O)C(=O)c1ccc(F)cc1 (stereo not drawn)	24.6%	6.1%	-0.2%	1.0%	2.5%	0.6%	-8.1	4.1	22.5%
C=CCNC(=O)CC(=O)N/N=C/c1ccc(C(=O)OC)cc1	-3.8%	52.8%[activator]	-20.7%	1.0%	-2.9%	4.9%	-9.8	0.7	-6.2%
COc1ccc(-n2cc(CN(C)C(C)c3ccncn3)c(-c3cccc(F)c3)n2)cc1 (stereo not drawn)	-21.3%	-38.4%	?	7.4%	13µM*	-1.7%	-51.4*	-9.1	-16.8%
COCCn1c(=S)[nH]c2cc(C(=O)NC3CCCCCC3)ccc2c1=O	8.3%	-8.8%	8.2%	·	·	-3.2%	23.4	-1.9	8.1%
Cc1ccc(-n2c(=O)c3cccnc3n2CC(=O)Nc2cc(C)cc(C)c2)cc1	·	0.0%	11.1%	·	·	-4.4%	·	0.4	·
Cc1cccc2c(=O)c(C(=O)NCCCN3CCOCC3)c[nH]c12	-0.4%	2.8%	4.0%	-3.5%	-6.1%	17.0%	5.3	2.0	-1.2%
COc1ccc(NC(=O)COc2ccccc2F)cc1S(=O)(=O)N1CCCCC1	-0.4%	-12.1%	?	-10.0%	4.8%	3.0%	-5.0	-0.8	-1.1%
COc1ccccc1NC(=O)c1cc2ccc3cccnc3c2[nH]1	·	1.8%	-27.7%	·	·	-12.0%	·	5.1	·
O=C(NNC(=O)c1cc(Br)ccc1O)c1csc(N2CCOCC2)n1	?	-3.0%	?	4.11µM*	-0.6%	?	95.7	7.1	-24.1%
Cc1cc(C)n(-c2ccc(C(=O)Nc3ccc(N4CCOCC4)cc3)cc2)n1	11.8%	-8.3%	-6.2%	-7.8%	-0.9%	-0.8%	-17.7	0.2	13.7%
CN(CC(=O)Nc1ccccc1C(F)(F)F)C(=O)CCc1nc2sc3c(c2c(=O)[nH]1)CCCC3	-0.1%	-0.3%	-26.4%	8.7%	11.7%	6.2%	17.1	-5.0	-0.7%
CN(CC1COc2ccccc2O1)C(=O)CCNS(=O)(=O)c1ccc(F)c(Cl)c1 (stereo not drawn)	-1.9%	3.0%	-1.2%	·	·	-1.3%	12.5	1.8	-4.0%
CCn1c(Sc2ccc(N)cc2Cl)nc2ccccc21	8.0%	9.2%	-0.9%	-1.1%	-1.4%	27.1%	-7.3	-0.9	?
O=C(Nc1cccc(Cl)c1)C1CCCN(S(=O)(=O)c2cnc[nH]2)C1 (stereo not drawn)	4.2%	-6.1%	-15.9%	-9.5%	3.4%	-17.6%	-4.5	-10.1	0.0%
O=C(Cn1cnc2cc([N+](=O)[O-])ccc2c1=O)Nc1cccc(S(=O)(=O)N2CCCCC2)c1	?	-13.8%	-2.2%	-30.8%[inhibitor]	?	?	-54.6*	1.9	?
Cc1ccccc1NC(=O)COC(=O)CC1CCCC1	8.4%	-5.9%	30.0%	-27.5%	-3.3%	3.1%	26.7	0.0	17.8%
N#Cc1ccccc1Sc1ccccc1C(=O)OCC(=O)NC12CC3CC(CC(C3)C1)C2	-10.9%	11.3%	-23.1%	2.2%	15.8%	0.0%	-28.8	-1.6	-1.8%
CC(=O)N(CCC1(C(C)C)CCOC(C)(C)C1)C(C)c1cccs1 (stereo not drawn)	4.0%	-1.0%	-27.4%	-64.9%[inhibitor]	5.0%	-0.5%	-3.5	8.0	9.8%
Cc1nc2ccccn2c1-c1csc(Nc2cccc(C(=O)O)c2)n1	-12.3%	6.6%	25.2%	2.0%	6.1%	4.0%	29.8	8.8	-16.9%
COc1ccc(NC(=O)Cn2c(=O)oc3cc(Cl)ccc32)c(OC)c1	-3.0%	-20.3%&-4.3%	-0.9%	-8.9%	-0.3%	2.6%	10.0	1.6&12.4	1.2%
O=S(=O)(NC1CCCC1)c1ccc(S(=O)(=O)N2CCc3ccccc32)cc1	?	-7.3%	?	1.9%	7.2%	?	0.8	5.9	?
NC(=O)c1ccc(NC(=O)Cn2c(=O)n(-c3ccccc3)c(=O)c3oc4ccccc4c32)cc1	-16.4%	-27.1%	-13.0%	0.5%	-5.2%	-21.0%	7.3	-8.5	-9.0%
CC(Oc1ccc(C(C)(C)C)cc1)C(=O)NC1CC(C)(C)NC(C)(C)C1 (stereo not drawn)	-3.2%	-5.8%	·	?	-0.2%	·	-1.6	-1.1	-0.5%
Cc1[nH]c2ccccc2c1/C=N/NC(=O)c1cccc(S(=O)(=O)Nc2ccccc2Cl)c1	-13.6%	2.6%	0.0%	-1.8%	14.8%	1.7%	12.0	-0.5	-10.8%
Cc1ccc(NC(=O)CCC(=O)n2nc(C)cc2C)c(C)c1	0.0%	1.8%	-6.1%	0.3%	-11.8%	7.5%	4.4	1.1	17.1%
CC(C)C(C(=O)NCC1CCCO1)N(CC1CCCO1)C(=O)CNS(=O)(=O)c1ccccc1 (stereo not drawn)	3.9%	3.8%	-7.0%	-0.3%	-12.6%	-6.4%	-10.3	2.8	9.6%
CC[C@@]12C(=O)N(c3ccccc3)C(=O)N1[C@H](c1ccc(OC)cc1)[C@@H]1C(=O)N(C(C)(C)C)C(=O)[C@@H]12	6.5%	-0.1%	2.8%	-11.0%	-0.3%	-0.6%	33.7	-0.3	?
O=c1[nH]c2ccccc2n1CCCSCCCn1c(=O)[nH]c2ccccc21	-15.9%	-12.2%	18.4µM*	3.4%	-0.1%	20.6µM*	?	-14.5	-23.3%
O=C(O)Cn1cc(C(=S)N2CCOCC2)c2ccccc21	9.4%	18.4%	15.7%	-3.3%	1.3%	9.2%	2.2	-5.9	11.0%
CCOC(=O)c1ccc(NC2OC(=O)c3ccccc32)cc1 (stereo not drawn)	?	-7.3%	8.0%	-0.3%	2.7%	-5.4%	-14.9	-0.5	-1.0%
O=C(NCCCN1CCCCC1)C1CCN(c2ncnc3c2nc2n3CCCCC2)CC1	6.2%	4.7%	18.2%	-0.2%	0.2%	2.5%	0.1	-6.3	1.1%
CCN(CC)S(=O)(=O)c1ccc2c(c1)nc(CCC(=O)O)n2C	4.2%	-5.0%	19.0%	2.0%	0.8%	10.7%	4.6	4.6	7.1%
CCOc1ccc(C2=[N+]([O-])C(C)(C)N(O)C2(C)C)cc1	0.4%	-12.0%	7.9%	0.6%	3.6%	-0.9%	8.1	-3.8	6.0%
COc1ccc(/C=N/N=C2/NC(=O)C(CC(=O)NC(C)C)S2)cc1 (stereo not drawn)	23.2%	-1.3%[0.307 µM]	4.3%	-6.0%	-0.6%	2.2%	-10.6	2.2	9.4%

Compound activity deposited in PubChem BioAssay by National Center for Advancing Translational Sciences (NCATS).
